# Source: PubChem
# RECQ1 helicase: inhibitors of human RECQ1 DNA helicase; P46063; RECQ1 DNA unwinding, red fluorescence kinetic read; Potency, µM (series often up to 57.3 µM), for the others: top-dose activity, negative = inhibition, hits mostly inhibitors; 0.54% of 240,000 active;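 also: plate controls were vehicle for no effect and no enzyme for full effect; nearly all actives have a fitted effect of over 30% in size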
#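 50 nM RECQ1T1 preincubated 15 min with compound in Tris pH 8.0 buffer with MgCl2, DTT, Tween-20 and 2.5 ug/ml poly(dI-dC); started with 200 nM TAMRA/BHQ-2 forked duplex and 2 mM ATP. Unwinding read as fluorescence (525/598 nm), two reads 2 h apart.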
# ALDH1A1 block: blocks purified human ALDH1A1 activity | P00352 | Purified ALDH1A1, NADH fluorescence, propionaldehyde substrate | Potency, µM (doses to about 75.3 µM), without a hit: at the highest dose activity, negative = inhibition, usual class: inhibitors | 7.3% of 220,000 active | AID 1030; active = well fitted inhibition curve with a large enough effect, not every such curve was filed as active; inconclusive = small, poorly fitted or top-dose-only effect, or another doubt; inactive = no such curve, though single readings can be large or run the other way;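 also: plate controls were no enzyme wells and a reference inhibitor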
# Target sequence (P00352 whole entry, looked up): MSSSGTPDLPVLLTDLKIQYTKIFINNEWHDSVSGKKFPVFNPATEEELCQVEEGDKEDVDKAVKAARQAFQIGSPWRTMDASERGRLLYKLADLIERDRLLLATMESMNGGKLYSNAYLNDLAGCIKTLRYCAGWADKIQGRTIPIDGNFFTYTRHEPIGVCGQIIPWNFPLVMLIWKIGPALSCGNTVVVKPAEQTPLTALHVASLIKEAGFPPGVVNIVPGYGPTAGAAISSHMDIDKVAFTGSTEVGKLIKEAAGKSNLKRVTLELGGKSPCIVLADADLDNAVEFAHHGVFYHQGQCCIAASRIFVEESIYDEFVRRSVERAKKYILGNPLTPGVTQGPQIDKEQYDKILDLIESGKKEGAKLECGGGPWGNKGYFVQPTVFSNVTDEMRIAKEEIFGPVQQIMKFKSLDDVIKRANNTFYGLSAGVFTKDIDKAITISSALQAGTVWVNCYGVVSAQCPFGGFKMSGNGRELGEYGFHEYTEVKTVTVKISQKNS
# SMN2 splice up: SMN2 splice variant enhancement | Potency, µM (doses to about 46.1 µM), for the others: at the top dose activity change, positive = activation, actives largely listed as activators | HEK293 SMN2-luciferase splicing reporter, luminescence, 30-36 h | 2.8% of 210,000 active; also: % of control where 0% means no effect; nearly all actives have a fitted effect of over 55% in size
#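 HEK293 cells carry an SMN2 […]–luciferase reporter in which exon 7 inclusion puts luciferase in frame. Cells were plated 10-12 h before compound addition, then incubated 30-36 h at 37C. ONE-Glo luminescence was read; sodium butyrate at 4.5 mM final served as control.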
# KDM4E inh: blocks human JMJD2E demethylase activity; B2RXH2; 1.6% of 230,000 active; Potency, µM (titrated, usually from 57.1 µM), for the others: top-dose activity change, negative = inhibition, usual class: inhibitors; JMJD2E catalytic domain, FDH-coupled NADH fluorescence (FDH is formaldehyde dehydrogenase); AID 2147; active = well fitted inhibition curve with a large enough effect, not every such curve was filed as active; inconclusive = small, poorly fitted or top-dose-only effect, or another doubt; inactive = no such curve, though single readings can be large or run the other way;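 also: 0% = wells with enzyme and -100% = buffer wells without enzyme; nearly all actives have a fitted effect of over 50% in size; many of its hits are not listed in these tables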
# TRb SRC2 PPI: inhibitors of human thyroid hormone receptor beta-SRC2 interaction; TRbeta-SRC2 peptide binding, fluorescence polarization; receptor liganded with 1 µM T3; Potency, µM (highest dose often 106 µM), for the others: at the highest dose activity change, negative = inhibition, hits mostly inhibitors; AID 1469; 0.065% of 280,000 active; P10828;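 also: plate controls were bound peptide for no effect and peptide without receptor for full effect; nearly all actives have a fitted effect of over 50% in size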
#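 Binding of a 20-amino-acid Texas Red SRC2 peptide (20 nM) to TRb ligand-binding domain (0.6 uM) with agonist T3 at 1 uM was followed by fluorescence polarization after a 5 hr room-temperature incubation.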
# TexasRed fluor: counter-screen for TRb-SRC2 inhibitors: fluorescence interference; Potency, µM (titrated, usually from 106 µM), without a hit: at the highest dose fluorescence change, negative = quenching; 0.29% of 280,000 active; AID 1479; TRb/SRC2 Texas Red total fluorescence interference; active = well fitted curve in either direction with a large enough effect; inconclusive = small, poorly fitted or top-dose-only effect; also: % is scaled to controls: 0 for no effect and ±100 for the full control effect
#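 Flags fluorescent or light-absorbing compounds by total fluorescence, S + 2P, at 555 nm excitation and 632 nm emission. Mixture: 20 nM Texas Red SRC2 peptide, 0.6 uM human TRb LBD, 1 uM T3, 5% DMSO; compound exposure 5 h at ambient temperature.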
# RGS12 GoLoco inh: inhibitors of human Gai1-RGS12 GoLoco interaction (red fluorophore). P63096. Gai1:RGS12 GoLoco peptide FP, rhodamine, 10 min. Potency, µM (doses to about 61.6 µM), inactives show top-dose activity, negative = inhibition, most hits filed as inhibitors. 0.44% of 230,000 active. AID 880; active = well fitted inhibition curve with a large enough effect, not every such curve was filed as active; inactive = no such curve, though single readings can be large or run the other way; also: % is scaled to controls: 0 for no effect and ±100 for the full control effect; nearly all actives have a fitted effect of over 30% in size; many of its hits are not listed in these tables
# Target sequence (P63096 whole entry, looked up): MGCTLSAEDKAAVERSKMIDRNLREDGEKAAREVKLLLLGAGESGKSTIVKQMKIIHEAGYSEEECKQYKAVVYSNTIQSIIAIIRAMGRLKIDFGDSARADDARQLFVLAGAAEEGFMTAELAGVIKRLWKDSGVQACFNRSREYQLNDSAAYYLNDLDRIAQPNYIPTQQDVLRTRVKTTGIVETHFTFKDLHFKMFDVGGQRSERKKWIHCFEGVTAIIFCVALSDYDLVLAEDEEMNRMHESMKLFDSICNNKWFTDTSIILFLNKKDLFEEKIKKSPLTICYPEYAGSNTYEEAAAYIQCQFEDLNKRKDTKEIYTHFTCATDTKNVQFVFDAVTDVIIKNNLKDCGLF
# LMNA splice mod: modulators of lamin A splicing. HeLa LMNA splicing GFP/RFP minigene ratio, 48 h. Potency, µM (highest dose often 46.1 µM), inactives show at the highest dose ratio change, negative = inhibition, hits mostly inhibitors. 0.01% of 200,000 active. AID 1487; active = well fitted inhibition curve with a large enough effect in the signal ratio, with a control signal flat, not every such curve was filed as active; inconclusive = small, poorly fitted or top-dose-only effect, or effect the other way, or a change in a side signal; the % refers to the signal ratio; also: % is scaled to controls: 0 for no effect and ±100 for the full control effect
#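 S3 HeLa stable clones carrying a lamin A-EGFP splicing minigene plus DsRed2 were seeded at 600 cells/well in Opti-MEM with 2% FBS, pin-dosed and incubated 48 h at 37°C. Acumen cytometry (488 nm) gave the GFP/RFP total-intensity ratio.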
# An asterisk follows results filed as active; i = inactive; ? = inconclusive; nt = not tested or not shown; & = joins results of further samples; ! = not active in a repeat; [ ] = remark or other dose. Unless noted, calls follow the shape of the dose curve; as a rule, active = well fitted curve in the direction sought with a large enough effect; inconclusive = small, poorly fitted or top-dose-only effect, or another doubt; inactive = no such curve, though single readings can be large; an effect the other way counts as inactive or inconclusive. Potency is read from the fitted curve at half-maximal effect. Only part of the results is shown, so the mix of outcomes need not match the whole.
no.	structure	RECQ1 helicase	ALDH1A1 block	SMN2 splice up	KDM4E inh	TRb SRC2 PPI	TexasRed fluor	RGS12 GoLoco inh	LMNA splice mod
1	Cc1cccc(-c2nc(CSCC(=O)N3CCN(Cc4ccc5c(c4)OCO5)CC3)c(C)o2)c1	-1%	?	-86%[inhibitor]	-18%	-3%	-2%	1%	?
2	CCOC(=O)C1CCCN(S(=O)(=O)c2ccccc2)C1 (configuration not stated)	-5%	-7%	5%	3%	-2%	0%	-3%	4%
3	CC[C@H]1C2=C3C(CC[C@H]4C(OCc5ccc(F)cc5C(F)(F)F)OC[C@](C)([C@@H]34)N(C(=O)OC(C)(C)C)C2)C(COC(C)=O)C1COC(C)=O (some centres not stated)	-13%	-15%	-9%	?	4%	1%	0%	nt
4	C[C@]12C[C@H](O)[C@@H]3c4ccc(O)cc4CCC3[C@@H]1CCC2=O (some centres not stated)	7%	nt	nt	6%	-8%	0%	9%	nt
5	COc1cc(-c2cc(N3C(=O)Nc4ccccc4N3O)n[nH]2)cc(OC)c1OC	-6%	-5%	3%	-5%	5%	-2%	-12%	-11%
6	CC[N+](C)(C)Cc1ccccc1Br	-4%	2%	-15%	11%	-9%	0%	9%	?
7	CN(CC(=O)NCc1cccc(F)c1)C(=O)c1ccco1	-4%	1%	-12%	4%	8%	-7%	-7%	2%
8	CN(C)CCN(Cc1ccccc1)c1ccccn1	12%&-14%&16%	2%&-7%	-17%&-8%	32µM*!	6%&-10%&-5%	0%&-2%&-2%	6%&15%&6%	?
9	O=C(OC[C@@H]1CCCN2CCCC[C@H]12)c1cc2ccccc2oc1=O	i	-14%	0%	?	0%	-2%	3%	16%
10	Cc1cccc(N(CC(=O)NCc2ccco2)C(=O)CCC(=O)Nc2nccs2)c1	-4%	4%	nt	1%	-6%	-1%	13%	10%[46 µM]
11	COCCSc1nnc(NS(=O)(=O)Cc2ccccc2)s1	5%	-9%	?	3%	10%	0%	5%	2%
12	Cc1cc(=O)[nH]c(N/N=C/C=C/c2ccccc2)n1	i	-3%	-8%	0%	1%	-1%	13%	nt
13	COC(=O)c1[nH]c2cc(OC)ccc2c1NC(=O)CN1CCOCC1	i	?	-10%	-18%	-19%	1%	6%	-30%
14	CCc1nnc(NC(=O)C(CC)c2ccccc2)s1 (configuration not stated)	-6%	2%	2%	-1%	1%	-5%	-1%	-2%
15	CCOC(=O)c1ccc(NC(=O)CN2CCc3ccccc3C2)cc1	6%	14µM*	21%	?	2%	1%	12%	0%
16	CCOC(=O)c1cc(NC(=O)N(C(C)C)C(C)C)c(C)nc1C	-15%	-10%	11%	1%	-9%	-2%	6%	5%
17	COc1ccc(NCc2nnc(SCC(=O)Nc3ccccc3)n2C)cc1	i	5%	-13%	-3%	-2%	1%	42%[activator]	?
18	O=C(O)CCCNCc1ccccc1F	5%	-4%	-8%	4%	-2%	-1%	-7%	-6%
19	COc1ccc(/C=C2\NC(=O)C(C=NCc3ccccc3)=C2O)cc1	-7%	6%	8%	-9%	2%	-1%	6%	19%
20	CSc1oc(-c2ccco2)nc1S(=O)(=O)c1ccc(Br)cc1	i	?	-10%	?	2%	-4%	10%	-1%
21	CC1(C)Cc2ccccc2-c2nnc(SCC(=O)N3CCN(c4ccccc4)CC3)n21	i	?	nt	9%	-3%	-1%	8%	?
22	COc1ccc(C(C)=O)cc1CSc1nnc2c(Cl)cc(Cl)cn12	-2%	-10%	-8%	3%	1%	-1%	10%	-5%
23	CC1CCN(c2nc3ccc(C(=O)N4CCN(Cc5ccccc5)CC4)cc3s2)CC1	-5%	20µM*	-57%[inhibitor]	-27%	-2%	-2%	5%	?
24	c1nc(NC2CCNCC2)c2cc(-c3ccoc3)ccc2n1	8%	?	nt	nt	nt	nt	13%	-2%
25	O=C(NCc1ccccn1)c1ccco1	-7%	?	8%	1%	-10%	1%	-40%	nt
26	COCCNC(=S)Nc1ccc(S(=O)(=O)Nc2cnc3ccccc3n2)cc1	2%	3%	19%	?	-3%	-2%	4%	4%[46 µM]
27	COc1ccc(/C=C/C(=O)OCCNC(=O)c2ccncc2)cc1OC	0%	?	17%	?	-4%	-7%	4%	-6%[46 µM]
28	C=CCc1ccccc1OCC(O)Cn1ccnc1C (configuration not stated)	-4%	15%	-23%	6%	-2%	0%	2%	3%
29	Cc1ccc(S(=O)(=O)N2CCC(C(=O)OCc3ccc([N+](=O)[O-])cc3)CC2)cc1	-10%	3%	15%	-9%	-4%	-7%	-14%	-2%
30	CCC1=C2CC[C@H]3C(=O)N(CC)C(=O)[C@H]3[C@H]2[C@@]2(Cc3ccccc3)C(=O)N(Cc3ccccc3)C(=O)N2C1=O	-10%	10%	11%	-5%&3%	-3%&7%	-5%&-2%	8%&3%	nt
31	Cc1noc(C)c1S(=O)(=O)N1CCC(C(=O)N(C)Cc2ccccc2)CC1	-12%	-11%	-6%	0%	2%	1%	0%	-5%
32	CCCSc1nsc(NC(=O)CCC)n1	-1%	?	5µM*	4%	1%	0%	6%	nt
33	Cc1ccc(C(C)n2cc(C(=O)NCc3ccccn3)nn2)cc1 (configuration not stated)	-2%	14%	-11%	0%	0%	-2%	5%	nt
34	COc1ccc(C(=O)c2ccc(N(C)C)cc2)c(OC)c1	-3%	-16%	5%	6%	6%	1%	1%	?
35	CCOC(=O)c1csc(NC(=O)CSc2nnnn2-c2ccc(OC)cc2)n1	-1%	5%	-14%	-3%	-17%	0%	7%	-6%
36	CC(c1ccccc1F)n1cc(C(=O)NCCc2ccco2)nn1 (configuration not stated)	-5%	?	3%	11%	-6%	1%	1%	-4%
37	CC(C)COC(=O)c1cc(=O)[nH]c2ccccc12	6%	?	-10%	?	-7%	-2%	4%	8%
38	Cc1cccc(CNc2ccnc(-c3cccc(C#N)c3)n2)c1	6%	?	nt	nt	nt	nt	13%	?
39	CCC(=O)N(C1=C(NC(C)C)C(=O)c2ccccc2C1=O)C(C)C	-4%	?	nt	?	-6%	0%	-8%	nt
40	CC(=O)Nc1ccc(S(=O)(=O)N2CCSC2C(=O)O)cc1 (configuration not stated)	-8%	18µM*	-55%	-1%	-8%	0%	-8%	-6%
41	C=CCN1c2ccccc2[C@]23C[C@@H](C(=O)OC)N(S(=O)(=O)c4ccc(Br)cc4)C2=NC(C(=O)OC)=C(C(=O)OC)[C@H]13	-14%[11.5 µM]	16%[13.5 µM]	-1%[9.22 µM]	11%[11.4 µM]	6%[11.2 µM]	1%[11.2 µM]	6%[14.2 µM]	-2%[9.22 µM]
42	O=C(COc1ccc(-c2nnco2)cc1)N1CCN(S(=O)(=O)c2ccc3ccccc3c2)CC1	-5%	-4%	-33%[inhibitor]	-4%	0%	-7%	-5%	?
43	COc1nc(C)ccc1-c1noc(-c2ccco2)n1	-1%	-2%	5.6µM*	-15%	6%	2%	-4%	10%
44	CC1=Nn2c(nnc2-c2ccco2)SC1	-4%	18µM*	20%	2%	2%	-4%	-26%	5%
45	CC12CCC(C(=O)Nc3ccncc3)(CC1O)C2(C)C (configuration not stated)	-3%	nt	nt	-2%	-3%	-9%	-1%	nt
46	O=C(c1cccc(Br)c1)N1CCN(C(=O)N2CCCCC2)CC1	-1%	?	-30%	5%	1%	0%	5%	-19%
47	O=C(NCc1ccccn1)C1CCN(S(=O)(=O)N2CCC3(CC2)OCCO3)CC1	-3%	-7%	18%	1%	1%	-1%	4%	-1%
48	C=CCN1C(=O)S/C(=C/c2ccsc2)C1=O	7%	13µM*	-7%	1%	1%	0%	10%	-5%

# Reprinted at random: 7 compounds from above
no.	structure	RECQ1 helicase	ALDH1A1 block	SMN2 splice up	KDM4E inh	TRb SRC2 PPI	TexasRed fluor	RGS12 GoLoco inh	LMNA splice mod
47	O=C(NCc1ccccn1)C1CCN(S(=O)(=O)N2CCC3(CC2)OCCO3)CC1	-3%	-7%	18%	1%	1%	-1%	4%	-1%
42	O=C(COc1ccc(-c2nnco2)cc1)N1CCN(S(=O)(=O)c2ccc3ccccc3c2)CC1	-5%	-4%	-33%[inhibitor]	-4%	0%	-7%	-5%	?
44	CC1=Nn2c(nnc2-c2ccco2)SC1	-4%	18µM*	20%	2%	2%	-4%	-26%	5%
48	C=CCN1C(=O)S/C(=C/c2ccsc2)C1=O	7%	13µM*	-7%	1%	1%	0%	10%	-5%
34	COc1ccc(C(=O)c2ccc(N(C)C)cc2)c(OC)c1	-3%	-16%	5%	6%	6%	1%	1%	?
43	COc1nc(C)ccc1-c1noc(-c2ccco2)n1	-1%	-2%	5.6µM*	-15%	6%	2%	-4%	10%
46	O=C(c1cccc(Br)c1)N1CCN(C(=O)N2CCCCC2)CC1	-1%	?	-30%	5%	1%	0%	5%	-19%
